Screening results as filed in PubChem.
CaV13 ICDI inh: Disruptors of the CACNA1D IQ motif to Ca2+-dependent inactivation inhibitor domain association, primary screening, Förster resonance energy transfer in intact living …. HEK cells, CFP/YFP FRET ICDI-IQ, plate reader, 10 min; percent FRET-ratio fall versus neutral wells. inhibition, % at 12.3 µM. 0.098% of 340,000 active. AID 743397;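 active = mean replicate inhibition of at least 30% and at least 1% of replicates passing that level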;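 also: 0% = median of the neutral control wells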
Peg3 prom inh: inhibitors of Peg3 promoter | 1.7% of 360,000 active | inhibition, % at 20 µM | AID 588405 | HeLa PEG-Prom luciferase reporter, luminescence, overnight;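 active = inhibition of at least 50% at 20 µM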
NR2E3 ag-1: agonists of human NR2E3 nuclear receptor | Q9Y5X4 | 0.35% of 360,000 active | AID 602229 | CHO-S Gal4-NCOR/VP16-NR2E3 two-hybrid, luciferase | inhibition of corepressor binding, % at 3.98 µM;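 active = inhibition above the mean of all tested compounds plus 3 SD, cut at about 70% in these data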;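 also: 0% = DMSO with NR2E3 transfected cells and 100% = cells lacking NR2E3 construct; higher means lower luciferase signal from less NR2E3 corepressor binding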
HIF-2a inh: blocks HIF-2a reporter activity. 0.72% of 360,000 active. inhibition, % at 18.8 µM. 786-0 RCC cells HIF-2a reporter, luciferase luminescence, overnight. AID 624352;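 active = inhibition of the luminescence signal of 40% or more relative to plate controls, in a single-dose primary screen at 18.75 µM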
m5-HT2A agonist: mouse HTR2A agonism via beta-arrestin recruitment. P35363. CHO-K1 mHTR2A beta-arrestin complementation, luminescence; percent of 30 µM serotonin response. AID 624169. 0.66% of 360,000 active. activation, % at 7.6 µM;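 active = activation above a run cutoff, the mean activation of all tested compounds plus 3 SD, cut at about 14% in these data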;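 also: 0% = plate median of compound wells and 100% = 30 µM serotonin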
H9c2 protect: myocardial damage modulation in H9c2 cells. H9c2 cardiomyocytes, H2O2 injury protection, ATPLite, 2 h. protection from H2O2 cell death, % at 20 µM. 0.63% of 360,000 active. AID 588492;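 active = compounds giving at least 50% protection of heart cells from peroxide-induced death in the single-dose screen, raw or plate-pattern-corrected value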;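 also: 0% = DMSO wells with peroxide and 100% = DMSO wells without peroxide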
PDI inh: inhibitors of human protein disulfide isomerase; PDI insulin aggregation turbidity, A650, 90 min; inhibition, % at 10 µM; 0.052% of 350,000 active; AID 588391;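 active = mean inhibition across replicates of 30% or more, whatever share of single replicates reach that level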;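 also: absorbance from insulin aggregation driven by PDI reduction with DTT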
Target sequence (P07237 whole entry, looked up): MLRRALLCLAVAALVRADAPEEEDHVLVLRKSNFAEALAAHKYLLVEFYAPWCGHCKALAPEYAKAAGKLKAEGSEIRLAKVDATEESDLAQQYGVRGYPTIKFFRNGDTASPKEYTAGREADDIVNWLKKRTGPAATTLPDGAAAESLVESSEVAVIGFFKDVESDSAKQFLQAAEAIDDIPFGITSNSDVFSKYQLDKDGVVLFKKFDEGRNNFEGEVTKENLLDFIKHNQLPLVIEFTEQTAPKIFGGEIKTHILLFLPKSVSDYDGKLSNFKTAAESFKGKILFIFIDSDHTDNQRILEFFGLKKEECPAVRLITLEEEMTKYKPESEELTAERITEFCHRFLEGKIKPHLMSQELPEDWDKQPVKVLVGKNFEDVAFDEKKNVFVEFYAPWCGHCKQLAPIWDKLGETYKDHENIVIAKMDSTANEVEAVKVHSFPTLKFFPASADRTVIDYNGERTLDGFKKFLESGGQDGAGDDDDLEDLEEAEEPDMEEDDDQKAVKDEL
TRPM1 prom inh: inhibitors of MITF-driven TRPM1 promoter in melanoma cells; SK-MEL-5 TRPM1 promoter luciferase, 24 h; 0.83% of 330,000 active; inhibition, % at 12.5 µM; AID 488899;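 active = mean inhibition across replicates of 60% or more, whatever share of single replicates reaches that level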; also: values of inactives mirror those of a sister screen read the other way
Shn3 3UTR inh: Schnurri-3 reporter inhibition in Clone20 osteoblasts; inhibition, % at 12.5 µM; 0.52% of 360,000 active; Clone20 osteoblast Shn3 3'UTR firefly luciferase, 24 h;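 active = mean inhibition of at least 75% with every replicate also reaching 75%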;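 also: 0% = median of neutral control wells and 100% = pilot-screen positive control compound; some compounds past the cut are filed as inactive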
hiPSC survival: increases survival of single human iPS cells | hiPSC single-cell survival, ATPlite luminescence; 100% = ROCK inhibitor wells, 0% = DMSO | survival enhancement, % at 20 µM | 0.044% of 360,000 active; in the data active = survival enhancement above about 18%;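 also: cells exposed to compounds for 16 hours before the ATP read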
NR2E3 ag-2: activates human photoreceptor nuclear receptor NR2E3; Q9Y5X4; 0.12% of 320,000 active; inhibition of corepressor binding, % at 4.78 µM; GST-NR2E3/biotin-RetCOR TR-FRET, 1536-well; AID 2300;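 active = percent inhibition above the cutoff of mean plus 3 SD of all tested compounds, set per screening campaign, cut at about 20% in these data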;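 also: 0% = DMSO wells and 100% = biotin wells as full block of FRET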
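System: GST-NR2E3 and biotin-RetCOR proteins; probe or stimulus: 7 nM biotin-RetCOR; doses: compound at 4.8 µM, single dose; schedule: Compound–protein incubation for 5 h at 4 °C; detection: time-resolved FRET; read-out: percent inhibition; controls: biotin wells as high control, 0.6% DMSO wells as low control; format: 1536-well plates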
The depositor's hits bear a star; nt = no result given.

(1) COc1ccc(Nc2nc(N)nc(CSCCO)n2)cc1
(2) CCC(=O)NC(=S)Nc1ccc(S(=O)(=O)N2CCN(C)CC2)cc1
(3) COc1ccccc1N1CCN(C(=O)CSc2nnc(NC(=O)C3CCC3)s2)CC1
(4) NC(=O)CC(NC(=O)Cc1cccc2ccccc12)c1ccc(NCc2ccc(F)c(F)c2)c([N+](=O)[O-])c1 (stereo not given)
(5) CCSc1nnc(NC(=O)CN2C(=O)N(C)C3(CCCCC3)C2=O)s1
(6) COC(=O)[C@@]12CCCN1[C@H](c1ccc(-c3ccc(F)cc3)cc1)[C@H]1C(=O)N(C)C(=O)[C@H]12
(7) Cc1nn(CC(=O)NCCc2ccccc2)c(C)c1[N+](=O)[O-]
(8) CCC(CO)Oc1cc(NC(=O)c2ccc(N)cc2)c2ncn(C(C)C)c2c1 (stereo not given)

Assay by compound	1	2	3	4	5	6	7	8
CaV13 ICDI inh	0	-4	-6	-5	-6	-11	-3	-5
Peg3 prom inh	-43	11	15	18	-7	-3	-7	-1
NR2E3 ag-1	-40	5	11	-1	-7	-5	-17	3
HIF-2a inh	-104	3	26	-5	6	-15	4	-4
m5-HT2A agonist	0	-5	-1	2	0	10	2	-3
H9c2 protect	-6	0	1	1	-1	-4	2	28
PDI inh	3	1	-1	1	-1	0	-6	1
TRPM1 prom inh	-17	-2	3	-2	-2	-7	-10	8
Shn3 3UTR inh	-31	1	31	7	-41	-1	-1	21
hiPSC survival	-2.0	2.6	1.0	3.3	0.1	1.4	-0.8	2.2
NR2E3 ag-2	0	1	-1	0	nt	1	-2	nt

(9) CC1=C(C(=O)N2CCOCC2)CC(CC(=O)NCC2CCCCC2)C(=O)N1Cc1ccc(F)cc1 (stereo not given)
(10) Cc1cc(C)c(NC(=O)CNC(=O)c2ccc(-n3cncn3)c([N+](=O)[O-])c2)c(C)c1
(11) O=C(Nc1ccc(F)cc1)Nc1ccccc1NS(=O)(=O)c1cccs1
(12) COCCn1c(-c2ccc(OC(F)(F)C(F)C(F)(F)F)cc2)nc2c1c(=O)[nH]c(=O)n2CC(C)C (stereo not given)
(13) COc1ccc(NC(=O)c2ccc(S(=O)(=O)N(C)C)cc2)cc1OC
(14) CCCNC(=O)COC(=O)c1ccc(Cl)c(S(=O)(=O)N2CCCC2)c1
(15) Cc1cc(C(=O)OCC(=O)c2ccc3c(c2)OCCO3)c(C)o1
(16) COc1ccc2c(CC(=O)OCC(=O)Nc3sc4c(c3C#N)CCC(C)C4)coc2c1 (stereo not given)

Assay by compound	9	10	11	12	13	14	15	16
CaV13 ICDI inh	-5	-1	-14	nt	nt	-3	nt	-15
Peg3 prom inh	4	10	15	13	4	-1	-150	-58
NR2E3 ag-1	2	-6	-23	-4	0	14	-49	-7
HIF-2a inh	6	3	7	7	1	4	-130	-39
m5-HT2A agonist	1	-5	-3	-7	-2	0	4	0
H9c2 protect	-10	3	-4	-3	-3	1	-16	-3
PDI inh	-4	-1	3	10	-12	0	-3	-5
TRPM1 prom inh	nt	6	-1	8	-7	-7	-42	-24
Shn3 3UTR inh	-11	-7	3	21	0	5	nt	-7
hiPSC survival	-1.2	0.4	-1.5	2.8	0.2	-0.9	-1.9	-0.6
NR2E3 ag-2	nt	-3	-1	-2	0	2	5	-1

(17) CCOC(=O)C1(Cc2ccccc2C)CCCN(C(=O)c2ccc(COC)o2)C1 (stereo not given)
(18) CCSc1nnc2ccc(-c3ccc(OC)c(OC)c3)nn12
(19) Cc1ccc(S(=O)(=O)NCCC(=O)Nc2nnc(C3CC3)s2)cc1C
(20) CC(OC(=O)/C=C/c1ccco1)C(=O)Nc1cccc([N+](=O)[O-])c1 (stereo not given)
(21) Cc1ccc(SCC(=O)Nc2ccc3c(c2)C(=O)N(C)C3=O)cc1
(22) Cc1ccccc1NC(=S)NCCO
(23) COc1ccccc1CN1C(=O)C2CC=CCC2C1=O (stereo not given)
(24) NC(=O)CC(NC(=O)Cc1cccc2ccccc12)c1ccc(N2CCc3ccccc3C2)c([N+](=O)[O-])c1 (stereo not given)

Assay by compound	17	18	19	20	21	22	23	24
CaV13 ICDI inh	nt	-2	nt	-4	-7	-3	-9	-8
Peg3 prom inh	-235	9	5	7	-17	-2	-13	15
NR2E3 ag-1	-49	1	-2	-9	-20	-6	0	5
HIF-2a inh	-190	-15	13	15	-12	13	-11	11
m5-HT2A agonist	-1	0	0	3	-2	3	4	-9
H9c2 protect	5	2	8	-14	0	0	-2	3
PDI inh	-2	10	1	-1	7	-3	-9	1
TRPM1 prom inh	-61	-8	6	13	-3	-6	8	2
Shn3 3UTR inh	-71	-3	7	25	-15	-7	4	2
hiPSC survival	-0.1	-0.1	-0.8	0.3	0.0	1.5	2.3	-1.4
NR2E3 ag-2	2	1	3	4	-2	6	3	-1

12 compounds out of the list, sorted by number of heavy atoms, descending:
(24) NC(=O)CC(NC(=O)Cc1cccc2ccccc12)c1ccc(N2CCc3ccccc3C2)c([N+](=O)[O-])c1 (stereo not given)
(12) COCCn1c(-c2ccc(OC(F)(F)C(F)C(F)(F)F)cc2)nc2c1c(=O)[nH]c(=O)n2CC(C)C (stereo not given)
(16) COc1ccc2c(CC(=O)OCC(=O)Nc3sc4c(c3C#N)CCC(C)C4)coc2c1 (stereo not given)
(10) Cc1cc(C)c(NC(=O)CNC(=O)c2ccc(-n3cncn3)c([N+](=O)[O-])c2)c(C)c1
(17) CCOC(=O)C1(Cc2ccccc2C)CCCN(C(=O)c2ccc(COC)o2)C1 (stereo not given)
(11) O=C(Nc1ccc(F)cc1)Nc1ccccc1NS(=O)(=O)c1cccs1
(14) CCCNC(=O)COC(=O)c1ccc(Cl)c(S(=O)(=O)N2CCCC2)c1
(21) Cc1ccc(SCC(=O)Nc2ccc3c(c2)C(=O)N(C)C3=O)cc1
(15) Cc1cc(C(=O)OCC(=O)c2ccc3c(c2)OCCO3)c(C)o1
(18) CCSc1nnc2ccc(-c3ccc(OC)c(OC)c3)nn12

Assay by compound	24	12	16	10	17	11	14	21	15	18
CaV13 ICDI inh	-8	nt	-15	-1	nt	-14	-3	-7	nt	-2
Peg3 prom inh	15	13	-58	10	-235	15	-1	-17	-150	9
NR2E3 ag-1	5	-4	-7	-6	-49	-23	14	-20	-49	1
HIF-2a inh	11	7	-39	3	-190	7	4	-12	-130	-15
m5-HT2A agonist	-9	-7	0	-5	-1	-3	0	-2	4	0
H9c2 protect	3	-3	-3	3	5	-4	1	0	-16	2
PDI inh	1	10	-5	-1	-2	3	0	7	-3	10
TRPM1 prom inh	2	8	-24	6	-61	-1	-7	-3	-42	-8
Shn3 3UTR inh	2	21	-7	-7	-71	3	5	-15	nt	-3
hiPSC survival	-1.4	2.8	-0.6	0.4	-0.1	-1.5	-0.9	0.0	-1.9	-0.1
NR2E3 ag-2	-1	-2	-1	-3	2	-1	2	-2	5	1

(23) COc1ccccc1CN1C(=O)C2CC=CCC2C1=O (stereo not given)
(22) Cc1ccccc1NC(=S)NCCO

Assay by compound	23	22
CaV13 ICDI inh	-9	-3
Peg3 prom inh	-13	-2
NR2E3 ag-1	0	-6
HIF-2a inh	-11	13
m5-HT2A agonist	4	3
H9c2 protect	-2	0
PDI inh	-9	-3
TRPM1 prom inh	8	-6
Shn3 3UTR inh	4	-7
hiPSC survival	2.3	1.5
NR2E3 ag-2	3	6
